Screening data from PubChem BioAssay.
Pf gametocyte = late stage P. falciparum gametocyte viability inhibitors, primary screen, ATP luminescence, HTS; P. falciparum stage V gametocytes, 24 h; inhibition, % at 10.9 µM; 0.065% of 150,000 active;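 active = inhibition above the mean plus 3 SD of compounds within the control limits, set per campaign, cut at about 38% in these data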;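 also: 0% = DMSO wells and 100% = medium only without gametocytes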
Avidin bead fluor = green autofluorescence of compounds with avidin beads – biophysical, 488/530 nm, flow cytometry, artefact control, profiling panel; AID 1775, 2009; fluorescence (KMESF) at 10 µM; 0.38% of 220,000 active; compound fluorescence 488/530 nm; stronger effect = higher value; in the data active = fluorescence above about 47; also: inactives centre near 10
Mcl1-Noxa inh = Mcl-1/Noxa binding inhibitors, primary screen, biochemical, TR-FRET, 1536-well; TR-FRET Mcl-1/Noxa peptide binding, 2 h; inhibition, % at 21.7 µM; 1.5% of 220,000 active; AID 1022, 2008;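 active = compounds that cut the protein-peptide binding signal by more than 50% relative to plate controls in a single-dose test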;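 also: His-tagged Mcl-1 with rhodamine Noxa BH3 peptide and terbium anti-His antibody; 0% = Mcl-1 plus Noxa peptide wells and 100% = peptide-only wells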
Target sequence (Q07820 whole entry, looked up): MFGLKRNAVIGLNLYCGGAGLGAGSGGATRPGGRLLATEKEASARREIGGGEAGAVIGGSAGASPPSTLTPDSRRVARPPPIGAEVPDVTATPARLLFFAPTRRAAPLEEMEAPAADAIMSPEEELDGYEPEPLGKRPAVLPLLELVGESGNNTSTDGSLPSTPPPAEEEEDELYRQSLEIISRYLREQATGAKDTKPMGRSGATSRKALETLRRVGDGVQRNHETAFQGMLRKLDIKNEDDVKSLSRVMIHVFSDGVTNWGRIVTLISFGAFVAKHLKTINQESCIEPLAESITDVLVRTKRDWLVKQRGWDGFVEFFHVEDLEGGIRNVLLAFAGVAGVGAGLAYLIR
Numbers without * were called inactive; & = joins results of further samples. A portion of the library, so the mix of outcomes need not match the whole.

SMILES	Pf gametocyte	Avidin bead fluor	Mcl1-Noxa inh
Cc1cc(=O)oc(C)c1C(=O)Nc1ccc(N(C)C)cc1	5	3	-4
O=C(Nc1ccc(NC(=O)c2ccco2)c(Cl)c1)c1ccc2c(c1)OCCO2	-15	10	-91
COc1ccccc1NC(=O)N1CCN(CCc2ccccc2)CC1	4	6	-5
CC(C)C1CC(CCN)(c2ccccc2)CCO1 (centres undefined)	20	6	27
CCCc1nc2oc3cc(OC)ccc3c(=O)c2c(=O)n1CCc1ccccc1	5	4	7
O=C(CSc1nc2cc(Cl)c(Cl)cc2[nH]1)c1ccc2c(c1)OCO2	8	14	57*
Cc1ccc(NC(CC(=O)c2ccccc2)C(=O)O)cc1Cl (centres undefined)	-4	4	-11
CCCCn1nc(C(=O)Nc2cc(S(=O)(=O)N(C)C)ccc2C)c2ccccc2c1=O	10	7	3
COc1ccc(OC)c(/C=N/N=C(\N)c2nonc2N)c1	-10	9	7
C=CCOc1ccc(/C=C2\SC(=Nc3cccnc3)NC2=O)cc1	-14	8	37
O=C(O)c1ccc2c(=O)n3cc(C(=O)c4ccccc4O)cc(Cl)c3nc2c1	-3	8	60*
Cc1ccc(N2C(=O)[C@@H]3C(c4cccnc4)=NO[C@@H]3C2=O)c(C)c1	7	5	1
CCOC(=O)N1C2=NC(C(=O)OC)=C(C(=O)OC)[C@@H]3N(C)c4ccccc4[C@]23C[C@H]1C(=O)OC	-22	9	7
O=C(Nc1nc2cc3c(cc2s1)OCO3)c1ccc(N2C(=O)CCC2=O)cc1	-9	4	13
COc1cc(C(=O)NNC(=S)NC(=O)c2ccc(F)cc2)cc(OC)c1OC	-9	7	-146
O=C(C[n+]1ccc(/C=N/O)cc1)N1CCCCC1	-6	4	13
COc1ccc(OC)c(NC(=O)C2CCC(CNc3c(N4CCOCC4)c(=O)c3=O)CC2)c1 (centres undefined)	-8	6	-1
CCN(CC)CCN1C(=O)C(O)=C(C(=O)c2cc3cccc(OC)c3o2)C1c1ccc(F)cc1 (centres undefined)	-2	3	-1
CCS(=O)c1scc(-c2ccc(Cl)cc2)c1C#N (centres undefined)	14	8	10
S=c1[nH]nc(-c2ccncc2)n1/N=C/c1cccc(Cl)c1	-29	8	23

Quoted from the listing for reference:
SMILES	Pf gametocyte	Avidin bead fluor	Mcl1-Noxa inh
O=C(O)c1ccc2c(=O)n3cc(C(=O)c4ccccc4O)cc(Cl)c3nc2c1	-3	8	60*
Cc1ccc(N2C(=O)[C@@H]3C(c4cccnc4)=NO[C@@H]3C2=O)c(C)c1	7	5	1

The listing continues.
SMILES	Pf gametocyte	Avidin bead fluor	Mcl1-Noxa inh
COc1cc(OC)c2c(-c3ccccc3)cc(=O)oc2c1C(CCN1CCCC(C)C1)c1ccc(N(C)C)cc1 (centres undefined)	-8	12	10
NC(=O)C1CCN(Cc2nc3cc(C(F)(F)F)ccc3c(=O)[nH]2)CC1	6	8	0
OC(CNCCNc1ncccc1C(F)(F)F)Cn1ccc2ccccc21 (centres undefined)	7	6	4
c1ccc(C2=Nn3c(nnc3-c3cccs3)SC2)cc1	-18	6	-7
CN(c1ccccc1)c1nc(N)c([N+](=O)[O-])c(N2CCCCC2)n1	-31	3	19
CN1CCN(c2cc3c(cc2F)c(=O)c(C(=O)O)cn3CCF)CC1	-1	7	-8
Cc1nn(C(C)(C)C)c(NC(=O)c2ccc(Cl)cc2)c1Br	10	3	-11
Cn1cccc1/C=N/N1CCN(Cc2ccccc2Cl)CC1	-11	5	8
O=C(Oc1ccc2c(c1)O/C(=C\c1ccncc1)C2=O)c1cccs1	20	6	37
CCCCc1c(C)nc(N2CCCC2)[nH]c1=O	-12	5	-9
COC(=O)c1cc(C(=O)OCC(=O)Nc2cc(C)on2)cc([N+](=O)[O-])c1	1	9	17
O=C(NCC(O)COc1ccc([N+](=O)[O-])cc1)c1ccccc1 (centres undefined)	5	10	-15
Cc1cc(C)n(NC(=S)NC2CCCC2)c(=O)c1C#N	-13	3	5
c1csc(-c2nnc(COc3ncnc4sccc34)o2)c1	4	11	21
COc1ccc(NC(=O)/C=C/C(=O)O)c(OC)c1	-25	6	10
CC(C)(C)C(=O)O/N=C(\N)COc1cccc(Cl)c1	-7	7	8
CC(=O)Oc1ccc2c(=O)c(/C=N/c3cc(=O)[nH]c(=S)[nH]3)coc2c1	-13	7	23
CN1CCN(CC(=O)Nc2nc3c(s2)CCCC3)CC1	-13	6	-12
COC(=O)C(C)NC(=S)N1CCN(c2c(F)cc3c(=O)c(C(=O)O)cn(C4CC4)c3c2OC)CC1C (centres undefined)	-3	4	-41
O=C(OC(C(=O)NCc1ccco1)c1ccc(Cl)cc1)c1cccs1 (centres undefined)	-10	8	21
COCc1cc(=O)[nH]c(SCC(=O)c2ccccc2)n1	8	6	6
O=C(NCc1ccco1)c1ccc2c(c1)N(Cc1ccccc1)CCS2	20	4	-16
CN1CCN(CCC(=O)N/N=C/c2ccccc2F)CC1	1	8	2
COc1ccccc1C(=O)O/N=C(\N)c1ccccn1	20	4	-3
CCOC(=O)Cc1c(C)[nH]n(-c2ccccc2)c1=O	12	5	13
Cc1ccccc1Oc1nc2c(C)cccn2c(=O)c1/C=C(\C#N)C(=O)NC1CCS(=O)(=O)C1 (centres undefined)	-16	6	3
N#Cc1c(-c2ccc(Cl)cc2)c2c([nH]c1=O)-c1ccccc1OC2	-4	7	7
CN(C)Cc1nnnn1-c1ccccc1	-20	2	6
Cn1c(=O)[nH]c(=O)c2c1nc([N+](=O)[O-])n2Cc1ccccc1	4	7	17
O=C(CSc1ncnc2sc3c(c12)CCC3)Nc1ccccc1C(=O)O	17	7	12
Cc1ccc(NC2Sc3ccccc3NC2=O)cc1Cl (centres undefined)	-9	6	17
C(=N\Nc1nc(-c2cccnc2)nc2ccccc12)/c1ccccc1	-8	4	12
COc1ccc(CCNC(=O)c2cc(-c3cc(Cl)ccc3O)n[nH]2)cc1OC	17	8	1
O=[N+]([O-])c1ccc(C[n+]2cc(-c3ccc(Cl)c(Cl)c3)n3c2CCCCC3)cc1	-2	1	12
N/C(=N\NS(=O)(=O)c1ccccc1C(F)(F)F)c1ccccn1	4	3	-86
FC(F)(F)c1cccnc1-n1cncn1	-3	6	2
Nc1cc(=O)[nH]c(SCC(=O)NC2CCCc3ccccc32)n1 (centres undefined)	-20	8	-2
N/C(=N\c1nc2ccccc2o1)NC(=O)c1cccc(Br)c1	24	3	11
CC(C)CNC(=S)NC(=O)c1csc([N+](=O)[O-])c1	2	8	5
Cc1ccccc1NCN1C(=O)C2CCC(C)(C1=O)C2(C)C (centres undefined)	1	8	5
C/C(=N/NC(=O)CN1CCN(Cc2ccccc2)CC1)c1ccc([N+](=O)[O-])cc1	-27	8	16
Cc1ccc(-n2nc(C)c3onc(C)c3c2=O)cc1	3	6	-5
O=C(O)CCC(=O)Nc1cc(C(F)(F)F)cc(C(F)(F)F)c1	3	3	18
Cc1c(Cl)cccc1NC(=S)NCCc1ccccn1	8	4	10
Cc1noc2ncnc(SCc3ccc(C(F)(F)F)cc3)c12	-23	10	11
O=C(CN1CCCC1)Nc1c(C(=O)C2CC2)oc2ccccc12	-6	7	3
O=C(CSc1nnc2n1CCCN2)c1ccc([N+](=O)[O-])cc1	-29	6	0
Cc1c(N)cc(N)cc1C(=O)O	-32	25	1
O=C(NCCCN1CCCC1)c1ccc2c(c1)N(Cc1ccccc1)CCS2	13	5	24
COC(=O)c1ccc(S(=O)(=O)N2CCC(O)CC2)n1C	13	8	8

Whole records, quoted from the list. Screens in order: Pf gametocyte, Avidin bead fluor, Mcl1-Noxa inh
`FC(F)(F)c1cccnc1-n1cncn1` is listed with -3, 6, 2
`Cc1ccc(N2C(=O)[C@@H]3C(c4cccnc4)=NO[C@@H]3C2=O)c(C)c1` is listed with 7, 5, 1
`COc1ccccc1NC(=O)N1CCN(CCc2ccccc2)CC1` is listed with 4, 6, -5
`CC(C)CNC(=S)NC(=O)c1csc([N+](=O)[O-])c1` is listed with 2, 8, 5
`Cc1ccccc1Oc1nc2c(C)cccn2c(=O)c1/C=C(\C#N)C(=O)NC1CCS(=O)(=O)C1` (centres undefined) is listed with -16, 6, 3

Remaining list, next part.
SMILES	Pf gametocyte	Avidin bead fluor	Mcl1-Noxa inh
C/C=C\C(=O)Nc1cccc(C2=NOC3(C2)C[C@H](C(N)=O)N(C(=O)/C=C/CC)C3)c1 (some centres undefined)	16	8	-1
O=C1CC(c2ccc(F)cc2)CC2=C1C(c1ccc([N+](=O)[O-])o1)Nc1ccccc1N2 (centres undefined)	10	6	12
CCCCCN1CN(S(=O)(=O)c2cccs2)c2nc3ccccc3nc21	5	5	12
Cc1ccnn1CCC(=O)O	5	8	0
CCN(CC)c1nc(N)n(CCSC(=S)N(C)C)c(=O)n1	-17	14	0
CC1CN(c2ccc(NC(=S)NNCCC#N)cc2)CC(C)O1 (centres undefined)	5	7	8
COc1cc(OC)c2c(C)cc(=O)oc2c1C(CCN1CCOCC1)c1ccc2c(c1)OCO2 (centres undefined)	-2	8	-3
O=C(Nc1ccc(Cl)cc1)Nc1nnc(/C=C/c2ccccc2)s1	-1	9	91*
O=C1NNC(c2ccccc2)=N/C1=C\c1ccco1	-7	2	65*
CC(=O)c1ccc(/C=C/c2nc3ccccc3n2C)o1	-3	5	-25

Next section, overlapping the part above by 3 compounds.
SMILES	Pf gametocyte	Avidin bead fluor	Mcl1-Noxa inh
O=C(Nc1ccc(Cl)cc1)Nc1nnc(/C=C/c2ccccc2)s1	-1	9	91*
O=C1NNC(c2ccccc2)=N/C1=C\c1ccco1	-7	2	65*
CC(=O)c1ccc(/C=C/c2nc3ccccc3n2C)o1	-3	5	-25
Cc1ccc(N/C=C2\C(=O)N(c3ccc(F)cc3F)C(c3cccnc3)S2(=O)=O)cc1 (centres undefined)	0	8	18
CNC(=O)COc1ccc(Nc2nnc(C)c3ccccc23)cc1	-5	4	1
Cc1nnc2n1N=C(c1ccc3c(c1)NC(=O)CO3)CS2	7	10	28
C/C(=N\Nc1ccc(S(N)(=O)=O)cc1[N+](=O)[O-])c1ccccc1O	11	9	5
Cc1c(CBr)[n+](=O)c2c(n1[O-])C(Br)CCC2Br (centres undefined)	-6	4	48
COc1ccc(CN2CCN(c3ccccn3)CC2)c(OC)c1C	4&0	3	26
C/C(=N\N1CCN(Cc2ccc(Cl)cc2)CC1)c1ccc([N+](=O)[O-])cc1	-7	8	-2
Cn1c(=O)c2c(nc(Sc3ncnn3CC(=O)NC3CCCCC3)n2C)n(C)c1=O	0	7	-8
CC(=O)c1ccc(NC(=O)C2CC(=O)Nc3nc4ccccc4n32)cc1 (centres undefined)	-44	11	5
COc1cccc(Oc2c(C)oc3c(CN4CCCCC4)c(O)ccc3c2=O)c1	1	5	13
Cc1cc(C)n(-c2nc(NCCN(C)C)c3c4c(sc3n2)COC(C)(C)C4)n1	-22	3	-11
COc1ccc(CCC(=O)O)cc1OC	-4	4	9
COc1ccc(OCC(=O)Nc2ccc3c(c2)nc(CN2CCN(C(C)=O)CC2)n3C)cc1	24	8	1
Cc1cc(C)c(NC(=S)N(C)C)c(C)c1	-5	4	-7
C=CCn1c(C)nc2c(sc3nc4c(cc32)COC(C)(C)C4)c1=O	-29	6	5
O=C(CCCN1C(=O)/C(=C/c2ccccc2Cl)SC1=S)NNC(=O)c1ccc(Cl)cc1	4	7	-1
S=c1[nH]nc(-c2cc(-c3ccccc3)n[nH]2)n1/N=C/c1ccc(Cl)cc1	-13	6	14
Cc1cccc(NC(=O)Cn2c(O)c(N=NC(N)=S)c3ccccc32)c1	4	8	-1
Clc1ccc(C2[C@H]3CN(Cc4ccc(-c5ccccc5)cc4)[C@H](c4ccccc4)C34CC2(c2ccccc2)C4)cn1 (some centres undefined)	9	10	-8
CCOC(=O)c1sc(=S)n(-c2ccccc2)c1NC(C)=O	-4	8	-7
Cc1[nH]c(=O)[nH]c(=O)c1N1CCOCC1	2	5	-26
CC(C)(C)c1cc(C(=O)O)n(Cc2ccc(Cl)cc2Cl)n1	17	7	9
COc1ccc(-c2csc3nc(-c4ccccc4F)oc(=O)c23)cc1	4	6	-1
CN(C(=O)c1cc2c(s1)-c1ccccc1S(=O)(=O)C2)c1ccccc1F	-21	7	1
Cc1c(C(=O)NN)[nH]c2ccc([N+](=O)[O-])cc12	23	4	-22
Cc1ccccc1-c1noc(-c2ccccc2C(=O)O)n1	7	5	5
S=c1[nH]c2cc3c(cc2[nH]1)OCCO3	9	8	15
CC(=O)c1cccc(Nc2cc(C)nc3ccc(C)cc23)c1	-4	5	43
CC(=O)Nc1sc(N/N=C/c2ccc(C)cc2)nc1-c1ccc(C)cc1	-3	7	24
CCOC(=O)c1nn(-c2ccc([N+](=O)[O-])cc2)cc1O	16	3	18
Nc1nc(Nc2cccc(Cl)c2)nc(NCCO)c1[N+](=O)[O-]	13	8	0
O=c1c2ccccc2[nH]c(=S)n1CCN1CCc2ccccc2C1	-4	7	14
O=[N+]([O-])c1ccc(Oc2ccc(Oc3ccc(C(F)(F)F)cn3)cc2)nc1	-12	4	-13
COc1ccc(NC(=O)c2ccc(S(=O)(=O)N(C)c3ccccc3)cc2)cn1	2	8	-24
O=C1OC(COc2ccc(Br)cc2)CN1c1ccccc1 (centres undefined)	15	6	-19
CC(=O)CCn1cc([N+](=O)[O-])nc1C	22	11	1
Cn1c(COc2cccc3ccccc23)nnc1SCC(=O)OC1CCCCC1	19	7	7
O=C(O)CCNc1ccc(Cl)cc1	10	3	9
